GASC-1 inh = inhibitors of GASC-1 histone demethylase, primary screen, biochemical, fluorescence, DELFIA europium | Lysine-specific demethylase 4C (Homo sapiens), Q9H3R0 | GST-JMJD2C(1-420) H3K9me3 demethylation | inhibition, % at 2.35 µM | hit rate 0.069% among 330,000;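 active means more than half of a compound's replicate wells show inhibition beyond 50%, single wells judged on their own value; inconclusive means some, but no more than half, of replicates pass 50% inhibition; inactive means no replicate passes 50% inhibition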;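 further: signal counts dimethyl H3K9 product captured on neutravidin plate; 0% = median of DMSO wells and 100% = 0.3 times that DMSO median; strong numbers were not always called active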
Target sequence (Q9H3R0 1-420 limits assumed): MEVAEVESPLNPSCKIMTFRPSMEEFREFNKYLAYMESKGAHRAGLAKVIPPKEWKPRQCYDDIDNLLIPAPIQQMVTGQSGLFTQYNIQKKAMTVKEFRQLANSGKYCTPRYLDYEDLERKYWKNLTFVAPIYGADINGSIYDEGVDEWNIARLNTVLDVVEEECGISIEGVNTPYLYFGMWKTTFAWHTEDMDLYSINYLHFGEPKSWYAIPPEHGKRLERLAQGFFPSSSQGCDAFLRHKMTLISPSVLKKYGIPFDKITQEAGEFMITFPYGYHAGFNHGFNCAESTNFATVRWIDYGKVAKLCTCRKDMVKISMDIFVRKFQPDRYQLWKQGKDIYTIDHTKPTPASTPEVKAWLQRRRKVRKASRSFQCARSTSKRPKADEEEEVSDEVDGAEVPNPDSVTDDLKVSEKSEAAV
PP1 counter = PP1-alpha phosphatase inhibitors, primary screen, counter-screen for PP5 inhibitor project, biochemical, fluorescence, OMFP substrate, single point. Serine/threonine-protein phosphatase PP1-alpha catalytic subunit (Homo sapiens), P62136. purified PP1alpha. inhibition, % at 6.7 µM. hit rate 0.9% among 320,000. AID 2235, 2010;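 active means inhibition above the mean inhibition of all tested compounds plus 3 SD, computed separately for each screening campaign, cut at about 15% in these data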
procasp7 counter = procaspase-7 activators, primary screen, counter-screen for procaspase-3 activator project, biochemical, absorbance, HTS, human; hit rate 0.093% among 330,000; recombinant procaspase-7, Ac-DEVD-pNA absorbance 405 nm; D23A/D198A/D206A triple mutant, cannot self-cleave; scale: DMSO 0, 5 µM enzyme 100; activation, % at 8.5 µM;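 active means percent activation above the screen-wide mean plus 3 SD, cut at about 25% in these data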
Target sequence (P55210 whole entry D23A/D198A/D206A): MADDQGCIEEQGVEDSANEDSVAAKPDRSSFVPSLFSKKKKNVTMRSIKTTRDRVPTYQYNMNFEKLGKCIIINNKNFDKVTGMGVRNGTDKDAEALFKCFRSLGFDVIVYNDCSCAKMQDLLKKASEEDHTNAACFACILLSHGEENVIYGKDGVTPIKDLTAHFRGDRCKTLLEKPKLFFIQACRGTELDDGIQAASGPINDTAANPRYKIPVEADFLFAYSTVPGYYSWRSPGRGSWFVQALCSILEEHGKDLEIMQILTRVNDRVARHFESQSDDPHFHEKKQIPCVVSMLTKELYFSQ
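signal = Epi-absorbance of released pNA at 405 nm, two timepoints | assay system = Uncleavable procaspase-7 mutant enzyme | reagent = Ac-DEVD-pNA substrate, 400 µM as added | times = 1 h enzyme–compound preincubation and 2 h substrate reaction, both 25 °C | benchmarks = low DMSO alone, high DMSO plus 5 µM PC-7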
core dimer inh = inhibitors of HCV core protein dimerization, primary screen, biochemical, TR-FRET, high-throughput. hit rate 0.33% among 300,000. TR-FRET GST/Flag-core106 dimerization, 1536-well. inhibition, % at 5 µM. AID 1899, 2009;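 active means inhibition above the mean of all tested compounds plus 3 SD, set per screening campaign, cut at about 45% in these data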
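Material: GST/Flag-tagged HCV core106 proteins. Incubation: 4 h, 22.5 °C incubation. Read-out basis: inhibition (%) from 671 over 617 nm ratio. Measured by: TR-FRET, excitation 340 nm, emission 617 and 671 nm.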
GRK2 aptamer HTS = compounds blocking aptamer binding on GRK2 – biochemical, human GRK2, bead flow cytometry, HTS, primary screen; hit rate 0.59% among 330,000; FAM-aptamer displacement from GRK2; inhibition of aptamer binding, % at 10 µM; Beta-adrenergic receptor kinase 1 (Homo sapiens), P25098;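 active means inhibition of aptamer binding above 40%, roughly 3 SD of noise, on plates passing a quality check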;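 further: median bead fluorescence of bound FAM aptamer so fluorescent compounds give negative values; no value below 0 was filed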
VLA-4 inh = inhibition in human VLA-4 binding assay, primary screen, VLA-4 allosteric modulator project, MLPCN library, flow cytometry, VLA-4 expressing cells | AID 2557, 2010 | ligand binding flow cytometry | hit rate 0.2% among 330,000 | inhibition, % (about 7 µM as worked out from the volumes in the protocol) | Integrin alpha-4 (Homo sapiens), P13612; in the data active means inhibition above about 50%
PP5 primary = PP5 phosphatase inhibitors, primary screen, biochemical, fluorescence; Serine/threonine-protein phosphatase 5 (Homo sapiens), P53041; inhibition, % at 6.7 µM; hit rate 0.18% among 320,000; purified PP5c, OMFP substrate fluorescence;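 active means inhibition above the campaign's mean inhibition across all tested compounds plus 3 SD, cut at about 9.5% in these data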;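 further: 0% = DMSO only and 100% = 100 µM cantharidin control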
proCasp3 act = activators of human procaspase-3 D3A mutant, primary screen, biochemical, absorbance, PC-3 D3A mutant, single concentration. Caspase-3 (Homo sapiens), P42574. recombinant procaspase-3 D3A, Ac-DEVD-pNA absorbance 405 nm. activation, % at 8.5 µM. hit rate 0.11% among 330,000;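 active means activation above the mean of all tested compounds plus 3 SD, cut at about 21% in these data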;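 further: 0% = DMSO alone and 100% = DMSO wells spiked with extra 5 µM PC-3 D3A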
Target sequence (P42574 whole entry D9A/D28A/D175A): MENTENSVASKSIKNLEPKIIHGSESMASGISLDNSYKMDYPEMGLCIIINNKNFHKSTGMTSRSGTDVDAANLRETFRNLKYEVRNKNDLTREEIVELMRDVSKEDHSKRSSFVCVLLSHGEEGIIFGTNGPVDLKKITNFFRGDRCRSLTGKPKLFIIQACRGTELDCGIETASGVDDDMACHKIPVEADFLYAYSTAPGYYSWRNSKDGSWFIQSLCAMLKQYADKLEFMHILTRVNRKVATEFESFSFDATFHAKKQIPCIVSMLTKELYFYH
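Test system: Procaspase-3 D3A mutant; medium: Zinc-free HEPES/NaCl buffer with 0.01% Triton X-100 at pH 7.4; reagent: DEVD-pNA substrate; doses: one concentration, 8.5 µM nominal, 0.8% DMSO; times: 1 h preincubation plus 2 h reaction at 25 °C; signal: Epi-absorbance at 405 nm of released p-nitroaniline, 0 and 120 min; replicates: singlicate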
CTSL1 counter = Fasciola hepatica cathepsin L1 inhibitors, primary screen, counter-screen for PFM18AAP inhibitor project, biochemical, QFRET, fluorogenic peptide substrate. recombinant F. hepatica cathepsin L1, Z-Leu-Arg-MCA fluorescence. hit rate 0.49% among 300,000. inhibition, % at 5.96 µM;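 active means inhibition above the mean of all tested compounds plus 3 SD, set per screening campaign, cut at about 17% in these data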;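 further: 0% = plate median of test compound wells and 100% = 1 µM Z-Phe-Ala-diazomethylketone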
Numbers without * were called inactive; ? = inconclusive; . = no result given.

Under each structure – core dimer inh	GRK2 aptamer HTS	PP5 primary	PP1 counter	proCasp3 act	procasp7 counter	GASC-1 inh	CTSL1 counter	VLA-4 inh
1	O=C(c1cccc([N+](=O)[O-])c1)N1CCN(Cc2ccccc2)CC1
    -2	0	-2.1	0	5	-1	4	5	-2
2	CCN(CC)CCN1CCn2c3c(c4cc(C)ccc42)CCCC31 (centres undefined)
    -17	0	0.2	1	1	-5	0	3	-24
3	Cc1cccc(C)c1OCC(=O)NCC1COc2ccccc2O1 (centres undefined)
    .	3	2.6	1	8	-2	-4	.	2
4	O=c1n(-c2ccccc2)c(=O)n(Cc2ccccn2)n1Cc1ccccn1
    -10	2	0.6	2	5	0	1	-4	0
5	Cc1ccc(OCC(=O)NCc2ccccc2)c([N+](=O)[O-])n1
    -53	0	1.5	-1	-8	7	-8	0	24
6	NC(=O)c1cc(-c2ccncc2)nc2ccc(Cl)cc12
    4	1	-2.2	-5	6	10	23	-8	2
7	C=CCn1c(=N)n(CC(O)c2ccco2)c2ccccc21 (centres undefined)
    -4	0	-0.1	1	-3	-1	28	2	-11
8	O=c1oc2ccccc2c(NC2CCCCC2)c1NS(=O)(=O)c1ccc(F)c(Cl)c1
    0	0	0.2	2	8	-14	2	4	-6
9	CC(c1ccco1)N(C(=O)c1ccc(Cl)s1)c1ccccn1 (centres undefined)
    14	0	-2.3	-2	-1	-2	-3	-1	-1
10	C=CCn1c(SCC(=O)N(CC)C2CCS(=O)(=O)C2)nnc1-c1ccccc1 (centres undefined)
    .	0	-0.4	-5	3	5	-4	.	2
11	Cc1cccc(N2C(S)=C(C#N)C(=O)NC2c2cccs2)c1 (centres undefined)
    3	0	1.9	6	-22	-21	-3	2	43
12	Cc1ccc2c(c1)CCCN2C(=O)c1cc(C)on1
    -5	1	-1.8	-3	0	9	-5	-4	5
13	COc1ccc(NC(=O)C(=O)NCCN2CCN(C(=O)c3ccco3)CC2)cc1
    -2	0	-0.5	1	2	9	2	-4	7
14	CCOC(=O)C1(Cc2ccc(OC)cc2)CCN(C(=O)CCc2cccnc2)CC1
    -3	0	2.5	-1	11	1	9	-1	11
15	COc1ccc(Br)cc1/C=C(\C(=O)O)c1ccc(S(=O)(=O)N2CCCCC2)s1
    .	0	2.7	3	1	3	-2	.	10

Results in CTSL1 counter and GASC-1 inh, for some of the entries so far:
item	SMILES	CTSL1 counter	GASC-1 inh
4	O=c1n(-c2ccccc2)c(=O)n(Cc2ccccn2)n1Cc1ccccn1	-4	1
5	Cc1ccc(OCC(=O)NCc2ccccc2)c([N+](=O)[O-])n1	0	-8
6	NC(=O)c1cc(-c2ccncc2)nc2ccc(Cl)cc12	-8	23

More structures follow.
Under each structure – core dimer inh	GRK2 aptamer HTS	PP5 primary	PP1 counter	proCasp3 act	procasp7 counter	GASC-1 inh	CTSL1 counter	VLA-4 inh
16	COc1cc(C)c(CN2CCC(n3nccc3NC(=O)C3CCOC3)CC2)cc1C (centres undefined)
    -10	0	1.7	1	4	2	1	3	7
17	CC(C)CNS(=O)(=O)c1ccc(OCC(=O)NCC2CCCO2)c(Cl)c1 (centres undefined)
    -1	2	1.5	-4	-1	6	-1	0	16
18	NS(=O)(=O)c1ccc(CCNS(=O)(=O)c2cccc3cccnc23)cc1
    0	1	-2.5	0	3	4	8	-13	5
19	O=c1ccc2cc(S(=O)(=O)N3CCOCC3)ccc2o1
    -4	56*	8.8	-1	-2	-5	-1	2	-17
20	Cc1noc(C)c1S(=O)(=O)Nc1ccc(C(=O)NC2CCCCC2C)cc1 (centres undefined)
    -5	1	1.8	1	5	8	-2	1	5
21	COc1ccc(S(=O)(=O)N2CCOCC2)cc1NC(=O)CSc1nnc(C2CC2)n1C1CC1
    .	1	-0.2	-2	6	4	.	.	-8
22	CSc1ccc(CN2CCCN(C)CC2)cc1
    -2	1	0.8	4	0	1	-2	-2	1
23	Cc1cccc(N2CCN(C(=S)Nc3ccc4nc5n(c(=O)c4c3)CCCCC5)CC2)c1C
    13	0	-0.5	-2	3	1	.	0	5
24	c1ccc(C(c2nnnn2C2CCCC2)N2CCN(c3ccccc3)CC2)cc1 (centres undefined)
    11	1	1.3	-1	3	2	3	-2	8
25	CCC1Oc2ccc(C)cc2N(CC(=O)N(Cc2cccnc2)Cc2cccc(F)c2)C1=O (centres undefined)
    8	2	4.3	4	1	6	-13	1	10
26	O=c1[nH]c(C2CCCN(S(=O)(=O)c3ccccc3)C2)nc2c1nnn2Cc1ccccc1 (centres undefined)
    5	1	1.6	5	3	-3	?	0	-11
27	Fc1ccc2c(c1)C1OCCCC1C(c1ccccc1)N2 (centres undefined)
    -6	2	-0.8	-1	4	-4	4	1	17
28	Cc1cc(SCC(=O)OCC(=O)N2CCN(C(=O)c3ccco3)CC2)c(C)cc1Br
    1	1	4.5	-3	4	3	?	-30	11
29	CCOC(=O)c1cc(-c2ccccc2)sc1NC(=O)C(C)OC(=O)c1cccnc1Cl (centres undefined)
    4	100*	-0.3	2	5	2	7	2	-3
30	O=C(/C=C/c1ccc(Cl)cc1)NC1CC2CCC1C2 (centres undefined)
    -1	0	3.1	2	-4	3	9	-2	-1
31	CCC(O)(CCN1CCCCC1)c1ccccc1 (centres undefined)
    -3	2	2.3	-3	13	18	-29	-3	9
32	COc1ccc(C(C)(C)C)cc1NC(=O)COC(=O)C(C)C
    0	0	3.0	4	1	3	5	-5	3
33	O=C(CN1C(=O)C2C3C=CC(C3)C2C1=O)Nc1nc(-c2ccccn2)cs1 (centres undefined)
    12	0	-0.4	14	-4	8	2	0	0
34	COc1cccc(/C=C(\C#N)c2nc3ccc(C)cc3[nH]2)c1OCC(=O)O
    -4	0	-0.2	3	-11	5	15	0	8
35	CC(NC(=O)c1ccccc1)C(=O)OCC(=O)N1c2ccccc2Sc2ccccc21 (centres undefined)
    8	0	1.7	-3	0	-12	-2	10	-6
36	Cc1cc(NC(=O)CSc2nnc(COc3ccccc3)n2Cc2ccco2)no1
    -5	5	1.0	0	13	7	-5	-1	4
37	Cn1c(Cc2c[nH]c3ccccc23)n[nH]c1=S
    -5	1	-4.0	0	-5	-12	11	-2	3
38	CN(C(=O)C1CCC(=O)N(C2CC2)C1)C1CCCCC1 (centres undefined)
    6	3	0.0	-1	-5	9	0	-2	13
39	CC(Sc1nnc2ccccn12)C(=O)Nc1ccc2c(c1)OCO2 (centres undefined)
    10	0	-0.4	-4	8	3	-27	-3	-5
40	CCOc1cc(/C=N/Nc2ccccc2Cl)ccc1OCC(=O)O
    -10	0	-1.8	5	5	1	13	-4	-8
41	CCCN1CCN(C(=O)Cn2cccc2C(=O)c2ccccc2)CC1
    -7	2	1.4	1	8	-6	5	2	-21
42	COc1ccccc1Oc1ccc(S(=O)(=O)N2CCCC2)cc1
    0	1	0.8	0	7	5	-3	-5	1
43	CC1=C(C(=O)OCC(C)C)[C@]23C(=O)c4ccccc4[C@@]2(O1)OC(N)=C3C#N
    5	0	3.2	-2	1	-1	-11	-2	4
44	CN=c1sc2ccccc2n1CC(O)COCc1ccco1 (centres undefined)
    -1	5	1.0	-1	-15	2	1	-3	3
45	c1csc(-c2nnc(-c3ccc(N4CCOCC4)cc3)o2)c1
    2	0	1.6	2	3	6	10	3	-14
46	Cc1cc(C)cc(NS(=O)(=O)c2ccc3[nH]cc(C(=O)N4CCc5ccccc54)c(=O)c3c2)c1
    12	4	0.8	7	2	12	16	0	6
47	COc1cc(OC)cc(-c2nc(N)n[nH]2)c1
    -5	0	1.9	0	-5	8	-4	1	5
48	COc1cccc(-n2nc(-c3ccnn3-c3ccc(C)cc3)c(=O)n(C)c2=O)c1
    2	4	3.3	-3	13	0	2	1	-5
49	COc1cccc(NC(=O)c2cc(-c3cccnc3)nc3c(Cl)cccc23)c1
    5	2	0.5	3	2	0	15	-2	-1
50	CCOC(=O)c1c(-c2ccc(C)cc2)csc1NC(=O)CCN1CCOCC1
    -4	0	3.5	0	-1	4	-5	-1	19
51	CC(=O)Nc1ccc(S(=O)(=O)N2CCC(C(N)=O)(N3CCCCC3)CC2)cc1
    -7	0	1.0	5	0	-1	-7	-1	11
52	CCOC(=O)C(N)CSC1CC(=O)N(c2ccc(OC)cc2)C1=O (centres undefined)
    7	2	-0.9	-5	-15	-2	-5	6	-6
53	CCOc1ccc(CCNC(=O)Nc2cccc(OC)c2)cc1OCC
    -13	41*	1.8	0	-3	-6	-19	-1	2
54	CCCCCc1cc(=O)c2ccccc2o1
    .	0	.	.	11	-3	.	.	-6
55	CCOC(=O)N1CCC(NC(=O)C2=CCN(S(=O)(=O)c3ccc(OC)cc3)CC2)CC1
    1	3	0.1	-2	10	0	98	-6	8
56	CC(=O)Nc1ccc(S(=O)(=O)NCc2ccc(C(=O)NC(C)c3ccccc3)cc2)cc1 (centres undefined)
    -4	0	-1.8	-4	-8	5	7	0	-13
57	CCN(CC#CCC(O)(c1ccccc1)C1CCCC1)C(C)C (centres undefined)
    4	0	-1.7	-3	7	-5	3	3	17
58	COC(=O)c1c(NC(=O)COC(=O)c2ccc(C)s2)sc2c1CCCCC2
    -8	1	2.8	3	-12	-7	-4	-6	13
59	N/C(COc1ccccc1)=N\NS(=O)(=O)c1ccccc1
    -3	1	0.5	0	9	8	-20	-1	6
60	O=C(COc1ccc(Cl)cc1Cl)NCC1(N2CCOCC2)CCCCC1
    .	3	.	.	2	-5	5	.	-16
61	CC(C)(C)c1ccc(Oc2ccc(NC(=O)CCCC(=O)O)cn2)cc1
    -4	0	2.4	-3	6	5	11	2	22
62	COc1ccc(CN(C)c2nc(-c3cccnc3)nc3ccccc23)cc1OC
    -1	5	0.7	2	0	2	9	1	21
63	CCCCNC(=O)CCCn1c(=O)[nH]c2ccc(Br)cc2c1=O
    0	3	1.6	-2	4	7	12	2	-6
64	CCOC(=O)C1=C(C)NC(=O)C1CC(=O)Nc1ccccc1 (centres undefined)
    4	2	-2.4	-3	-2	-11	-5	4	2
65	O=c1cc(C23CC4CC(CC(C4)C2)C3)[nH][nH]1
    -1	4	-1.2	-4	-6	-3	8	-3	13
